phage Ecoli inh = E. coli growth loss with phage present; growth absorbance; inhibition, % at 11.9 µM; 360,000 compounds, 0.26% hits; AID 651602; in the data active = inhibition above about 11%
HTR5A inv ctr = inverse agonist of human HTR5A in OPRM1-OPRD1 counter-screen. 340,000 compounds, 0.083% hits. P47898. inhibition, % at 9.3 µM. AID 504634. HTR5A cell line, luminescence, inverse agonism; in the data active = inhibition mostly above about 23%, no sharp cut-off; inactive = mostly below about 18%;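 also: 0% = cells with DMSO and 100% = no-cell wells with DMSO; some compounds called inactive have numbers as strong as hits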
PfHsp90 yeast 2 = reduces growth (ATP signal) of yeast expressing P. falciparum Hsp90. S. cerevisiae expressing PfHsp90, BacTiter-Glo ATP, 48 h; yeast lacking PDR1 and PDR3 efflux regulators. inhibition, % at 9.4 µM. 310,000 compounds, 0.32% hits. AID 504621;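 active = every replicate shows inhibition above about 80%, whatever the replicate mean, limit read from the data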;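 also: 0% = DMSO neutral controls and 100% = 20 µM radicicol positive controls; yeast relying on Plasmodium falciparum Hsp90 in place of its own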
Pemphigus Ab inh = blocks pemphigus antibody binding to human desmoglein-3; P32926; DSG3-coupled beads, scFv-anti-DSG3-GFP binding, flow cytometry; active compounds read low; binding (percent of control), % at 10 µM; 310,000 compounds, 0.48% hits; AID 588358;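 active = binding more than 3 SD below its plate's average and above zero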;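 also: hits lower antibody fragment binding to DSG3; some compounds called inactive have numbers as strong as hits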
Target sequence (P32926 whole entry, looked up, the tested form may be a part): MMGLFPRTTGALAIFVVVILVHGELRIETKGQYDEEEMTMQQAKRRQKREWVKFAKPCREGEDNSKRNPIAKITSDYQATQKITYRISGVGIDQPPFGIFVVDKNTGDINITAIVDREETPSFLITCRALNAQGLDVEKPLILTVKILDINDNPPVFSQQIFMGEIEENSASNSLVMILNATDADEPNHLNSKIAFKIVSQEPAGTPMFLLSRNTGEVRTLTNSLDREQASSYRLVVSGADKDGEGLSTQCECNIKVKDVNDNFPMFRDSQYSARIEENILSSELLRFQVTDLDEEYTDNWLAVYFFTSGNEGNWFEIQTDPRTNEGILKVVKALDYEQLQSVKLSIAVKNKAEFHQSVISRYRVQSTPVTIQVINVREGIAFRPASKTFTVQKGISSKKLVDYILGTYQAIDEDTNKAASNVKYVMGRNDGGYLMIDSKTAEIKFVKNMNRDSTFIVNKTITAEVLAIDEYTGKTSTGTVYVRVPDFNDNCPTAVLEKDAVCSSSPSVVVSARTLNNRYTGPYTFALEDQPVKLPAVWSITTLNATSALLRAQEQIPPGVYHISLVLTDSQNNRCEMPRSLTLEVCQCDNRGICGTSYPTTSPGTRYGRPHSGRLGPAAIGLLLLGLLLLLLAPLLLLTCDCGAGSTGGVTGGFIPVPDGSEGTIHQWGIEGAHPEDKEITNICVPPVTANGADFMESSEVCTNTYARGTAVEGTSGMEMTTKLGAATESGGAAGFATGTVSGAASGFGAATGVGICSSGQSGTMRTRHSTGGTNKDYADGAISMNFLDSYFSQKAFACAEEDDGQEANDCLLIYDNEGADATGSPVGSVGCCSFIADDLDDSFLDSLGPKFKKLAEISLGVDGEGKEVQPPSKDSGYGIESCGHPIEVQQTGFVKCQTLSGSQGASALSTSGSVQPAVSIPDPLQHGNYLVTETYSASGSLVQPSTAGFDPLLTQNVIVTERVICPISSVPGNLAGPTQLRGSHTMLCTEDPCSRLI
MOR-DOR inv ag = inverse agonist of human OPRM1-OPRD1 heterodimerization | inhibition, % at 9.3 µM | AID 504357 | P35372+P41143 | 340,000 compounds, 0.21% hits | cell-based MOR-DOR heterodimer luminescence, inverse agonism; in the data active = inhibition above about 22%, passing the limit was not always enough;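 also: 0% = cells with DMSO and 100% = wells without cells with DMSO; values of inactives mirror those of a sister screen read the other way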
HTR5A ag ctr = counter-screen for OPRM1-OPRD1 agonists: human HTR5A agonism; P47898; HTR5A agonist assay, luminescence, cell-based; activation, % at 9.3 µM; 340,000 compounds, 0.61% hits; AID 504692; in the data active = activation mostly above about 9.5%, no sharp cut-off; inactive = mostly below about 7.6%;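 also: 0% = cells with vehicle only and 100% = reference agonist; strong numbers were not always called active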
PKA-R1A act = activators of PKA-R1A complex. AID 504707. activation, % at 11.4 µM. 340,000 compounds, 0.083% hits. PKA-R1A dissociation, Cy5-IP20 fluorescence polarization; scaled: DMSO 0%, 113 µM cGMP 100%;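 active = percent activation above the mean of all tested compounds plus 3 SD, cut at about 19% in these data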;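 also: higher means more PKAc released from R1A so a rise in polarization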
Mot1-301 SUMO = blocks SUMOylation pathway, rescuing yeast Mot1-301 growth; S. cerevisiae Mot1-301 growth rescue, ATP luminescence, 38.5C; percent above DMSO median, 100 means doubled; growth rescue, % at 18.8 µM; 320,000 compounds, 1% hits; AID 2716;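 active = every valid replicate shows activation above 250% relative to neutral control wells; inactive = the rest, any valid replicate at or below 250%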;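 also: OY570 slx delta 5 strain wells were the positive control but not used for scaling; some compounds called inactive have numbers as strong as hits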
E coli growth = bacterial growth inhibition, counter-screen for AddAB inhibitors. E. coli V3065 growth, OD600 absorbance, 18 h. inhibition, % at 11.9 µM. 330,000 compounds, 0.27% hits. AID 449728;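 active = inhibition above the campaign's mean inhibition across all tested compounds plus 3 SD, cut at about 9.9% in these data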;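 also: uninfected addAB+ strain grown without phage in ampicillin broth; 0% = DMSO wells and 100% = ciprofloxacin 0.95 µg/ml wells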
AddAB inh = less growth of phage-infected E. coli with AddAB; inhibition, % at 11.9 µM; E. coli expressing H. pylori AddAB, absorbance growth; 330,000 compounds, 0.29% hits; AID 435030; in the data active = inhibition above about 12%;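 also: 0% = vehicle wells of infected cells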
MOR-DOR ag = agonists of human mu-delta opioid receptor heterodimerization. AID 504326. 340,000 compounds, 0.3% hits. activation, % at 9.3 µM. cells, OPRM1-OPRD1 heterodimerization, luminescence; in the data active = activation above about 18%;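 also: 0% = vehicle-treated cells and 100% = reference agonist; values of inactives mirror those of a sister screen read the other way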
Active calls of the source: *; x = not tested or not shown; & = joins results of further samples.

The line under a structure holds: phage Ecoli inh | HTR5A inv ctr | PfHsp90 yeast 2 | Pemphigus Ab inh | MOR-DOR inv ag | HTR5A ag ctr | PKA-R1A act | Mot1-301 SUMO | E coli growth | AddAB inh | MOR-DOR ag
O=C(CCSCc1ccccc1Cl)N1CCN(c2cccc(Cl)c2)CC1
  7.9 | -18 | -22 | x | -18 | 0 | 5 | -6 | -0.9 | 0.0 | 3.4
CCN(C[C@H]1N[C@@](CC)(C(=O)OC)[C@H]2C(=O)N(Cc3ccccc3)C(=O)[C@@H]12)S(=O)(=O)c1ccc(-c2ccccc2)cc1
  2.0 | -3 | 6 | 97 | 12 | 1 | -2 | 7 | -1.4 | 0.8 | -2.5
COc1ccc(CCNC(=O)CCCCC(=O)NCCc2ccc(OC)cc2)cc1
  1.3 | 1 | 2 | 106 | 14 | 0 | -1 | -6 | 1.8 | 0.8 | -2.7
CCOc1ccc(N2C(=O)CC(NCc3ccc(S(N)(=O)=O)cc3)C2=O)cc1 (configuration not stated)
  4.1 | -1 | -2 | 100 | 7 | 0 | -7 | -3 | -1.3 | 0.2 | -1.2
O=C(NC1CCS(=O)(=O)C1)c1cccs1 (configuration not stated)
  3.1 | 0 | -40 | x | 5 | 0 | 9 | 221 | 0.4 | 2.6 | -0.6
Cn1sc(NC(=O)c2ccccc2Cl)nc1=O
  -1.2 | 21 | -5 | 103 | -3 | -8 | 6 | x | -2.7 | -0.7 | 0.6
COc1ccc2c(c1)C1NC(=S)NC(C)(O2)C1C(=O)Nc1ccccc1C (configuration not stated)
  1.2 | -18 | 11 | x | 26 | 4 | 8 | x | 0.9 | 4.8 | -4.3
O=C(NCCc1ccc(F)cc1)N[C@@H](Cc1ccccc1)C(=O)O
  0.3 | 8 | -11 | 98 | -1 | -2 | -8 | 11 | -0.8 | 1.6 | 0.3
CC(C)(C)OC(=O)N1CCC(C(=O)Nc2cccc(C(=O)NC3CC3)c2)CC1
  1.7 | -19 | -8 | 100 | 9 | 5 | 3 | x | x | x | -2.0
COc1ccc(CN(Cc2cccn2C)C(=O)c2cc3cc(OC)ccc3[nH]2)cc1
  1.1 | -37 | 0 | 107 | -1 | -1 | 5 | -1 | 1.0 | 0.6 | 0.3
O=C(CSc1ccc2nnc(-c3ccc(Cl)cc3)n2n1)N1CCCC1
  1.8 | -27 | 3 | 104 | -3 | 11 | -6 | 14 | -0.3 | 0.7 | 0.5
COc1ccc(OC)c(Cc2nnc(CCC(=O)NC(C3CC3)C3CC3)o2)c1
  4.4 | -4 | 4 | 93 | 4 | 0 | 3 | -10 | -1.8 | 1.0 | -0.6
Cc1ccc(S(=O)(=O)NCC2CCC(C(=O)NCc3ccc4c(c3)OCO4)CC2)cc1 (configuration not stated)
  1.9 | -15 | -13 | 124 | -3 | -3 | 4 | -8 | -0.5 | 0.6 | 0.5
O=C(NCCCN1CCOCC1)c1ccc(CS(=O)(=O)c2cccc(C(F)(F)F)c2)o1
  0.6 | -3 | 19 | 98 | -3 | 1 | 5 | 27 | -0.6 | 1.7 | 0.5
O=C(CCCCCNc1nc(=S)[nH]c2ccccc12)NCCc1c[nH]c2ccccc12
  5.1 | -19 | 4 | 84 | -4 | 6 | 1 | -18 | -1.6 | 1.1 | 0.8
CC(=O)OCC(=O)[C@@]1(O)CC[C@H]2[C@@H]3CCC4=CC(=O)C=C[C@]4(C)[C@@]3(Cl)[C@@H](Cl)C[C@@]21C
  2.5 | -7 | -8 | x | 17 | 2 | -10 | -8 | 3.6 | -0.2 | -3.1
C#CCOCCOCCOCCNc1nc(N2CCN(C(=O)[C@H]([C@@H](C)CC)n3cc(CCC(=O)O)nn3)CC2)nc(N2CCN(C(=O)[C@H](Cc3ccc(O)cc3)n3cc(CCO)nn3)CC2)n1
  0.9 | 17 | -3 | 106 | 0 | -7 | -5 | x | x | x | -0.1
CCOc1ccccc1CNCCNCC(C)O (configuration not stated)
  -1.2 | -4 | x | 111 | -2 | -8 | -2 | -11 | -2.3 | 2.0 | 0.4
O=C(CN1C(=O)c2ccccc2C1=O)Nc1cc([N+](=O)[O-])ccc1O
  2.7 | 30 | -1 | 110 | 14 | 5 | -3 | 6 | 1.4 | -2.5 | -2.8
Cc1nn(Cc2ccccc2)c(C)c1C(=O)OCC(=O)c1cc(C)n(C2CC2)c1C
  2.3 | -15 | -16 | 97 | -23 | 5 | -5 | 134 | -0.3 | 0.8 | 4.4
COCCNC(=O)/C(C#N)=C/c1ccc(N2CCOCC2)o1
  4.0 | 8 | -2 | 97 | 12 | 5 | -7 | 44 | 2.6 | 4.5 | -2.4
O=c1[nH]cnc2c1C(c1ccc(Cl)cc1)c1c(nc[nH]c1=O)O2
  x | 0 | -15 | 108 | 1 | 6 | 19* | -19 | x | x | -0.2
Cc1ccc(S(=O)(=O)CCC(=O)OCC(=O)c2c(C)[nH]c3ccccc23)cc1
  1.7 | -15 | -20 | 102 | -12 | 1 | -5 | 9 | 0.6 | 2.0 | 2.2
CS(=O)(=O)Nc1cccc(C(=O)CC2(O)C(=O)Nc3ccc(Br)cc32)c1 (configuration not stated)
  2.2 | -8 | -20 | 97 | 35* | 3 | -1 | -7&-5 | -2.9 | 2.9 | -7.0
Nc1cc(N)c(OCC(F)(F)F)cc1OCC(F)(F)F
  x | 24 | 4 | 103 | -24 | -10 | -18 | 0 | -1.4 | 2.6 | 4.3
C/C(=N\N)c1c(-c2ccccc2)c2cc(Br)ccc2[nH]c1=O
  x | -7 | 5 | 99 | 13 | 3 | -14 | 3 | 0.0 | 0.2 | -2.5
CCOC(=O)CSc1nnc2c3ccccc3n(C)c2n1
  2.1 | -7 | 22 | 113 | 4 | 4 | 8 | -2 | 0.9 | -1.0 | -0.8
Cc1ccc(/C=C2/SC(=Nc3ccc(F)cc3)NC2=O)s1
  1.0 | -16 | -6 | 103 | 7 | 5 | 5 | 7 | 0.4 | -1.1 | -1.6
COc1ccc(C2C(O)C(c3c[nH]c4ccccc34)=NN2C(=O)CCl)cc1 (configuration not stated)
  -1.0 | -150 | -2 | x | -320 | 56* | 8 | 8 | -0.8 | 1.8 | 60*
COc1ccc(C2OC34CCCCC3C(C#N)(C#N)C2(C#N)C(=N)O4)cc1 (configuration not stated)
  3.5 | -1 | 10 | x | -12 | -8 | -4 | -2 | -6.2 | -0.4 | 2.7
Cn1c(=O)c2c(nc(NCc3ccco3)n2Cc2ccc(Cl)cc2Cl)n(C)c1=O
  3.0 | 3 | 4 | 89 | 11 | -1 | 2 | 13 | -2.6 | -2.1 | -2.2
O=C(CN1CCOCC1)Nc1ccc(S(=O)(=O)NC2CCCCC2)cc1
  0.2 | 22 | 8 | 100 | -2 | 1 | -2 | 327 | 0.6 | 4.2 | 0.4
CCCCNC(=O)C1CCC(CNS(=O)(=O)c2cccc3nsnc23)CC1 (configuration not stated)
  2.2 | -10 | 11 | 98 | 11 | 4 | -5 | x | -3.4 | 3.6 | -2.1
CCOc1cc(Br)c(C(C)NC(=O)c2cccnc2)cc1OCC (configuration not stated)
  -0.1 | x | x | 95 | x | x | x | 6 | 0.8 | 1.0 | x
Cc1ccc(N2CCN(C(=O)c3ccccc3Br)CC2)c(C)c1
  0.9 | -16 | -19 | 94 | 5 | 6 | -11 | -11 | 0.4 | 2.7 | -1.1
Cc1ccccc1CN1CCC(n2nccc2NC(=O)CCOc2ccccc2)CC1
  3.0 | 12 | 2 | 100 | 1 | -3 | -7 | 181 | 0.4 | 1.2 | -0.2
CCOc1ccccc1C(=O)Nc1nnc(CC)s1
  2.4 | -1 | 0 | 102 | 1 | 6 | 5 | -20 | 0.1 | 1.8 | -0.2
COc1cc(NC(=S)Nc2cccnc2)cc(OC)c1
  3.7 | 0 | -14 | 100 | 10 | 0 | -11 | 12 | 1.3 | 0.5 | -2.0
O=C(O)COc1ccccc1/C=N/NC(=O)/C(=C\c1ccc2c(c1)OCO2)NC(=O)c1ccccc1
  4.4 | 0 | -8 | 98 | 19 | 3 | -7 | -9 | -0.7 | -0.2 | -3.7
CCOC(=O)c1oc2nc(CC(C)C)c3c(c2c1N)CCC3
  0.8 | 2 | 24 | 112 | -20 | 1 | 2 | -14 | -0.2 | -1.5 | 3.7

Compounds shown so far containing an aryl methoxy group, in the order listed:
The line under a structure holds: phage Ecoli inh | HTR5A inv ctr | PfHsp90 yeast 2 | Pemphigus Ab inh | MOR-DOR inv ag | HTR5A ag ctr | PKA-R1A act | Mot1-301 SUMO | E coli growth | AddAB inh | MOR-DOR ag
COc1ccc(CCNC(=O)CCCCC(=O)NCCc2ccc(OC)cc2)cc1
  1.3 | 1 | 2 | 106 | 14 | 0 | -1 | -6 | 1.8 | 0.8 | -2.7
COc1ccc2c(c1)C1NC(=S)NC(C)(O2)C1C(=O)Nc1ccccc1C (configuration not stated)
  1.2 | -18 | 11 | x | 26 | 4 | 8 | x | 0.9 | 4.8 | -4.3
COc1ccc(CN(Cc2cccn2C)C(=O)c2cc3cc(OC)ccc3[nH]2)cc1
  1.1 | -37 | 0 | 107 | -1 | -1 | 5 | -1 | 1.0 | 0.6 | 0.3
COc1ccc(OC)c(Cc2nnc(CCC(=O)NC(C3CC3)C3CC3)o2)c1
  4.4 | -4 | 4 | 93 | 4 | 0 | 3 | -10 | -1.8 | 1.0 | -0.6
COc1ccc(C2C(O)C(c3c[nH]c4ccccc34)=NN2C(=O)CCl)cc1 (configuration not stated)
  -1.0 | -150 | -2 | x | -320 | 56* | 8 | 8 | -0.8 | 1.8 | 60*
COc1ccc(C2OC34CCCCC3C(C#N)(C#N)C2(C#N)C(=N)O4)cc1 (configuration not stated)
  3.5 | -1 | 10 | x | -12 | -8 | -4 | -2 | -6.2 | -0.4 | 2.7
COc1cc(NC(=S)Nc2cccnc2)cc(OC)c1
  3.7 | 0 | -14 | 100 | 10 | 0 | -11 | 12 | 1.3 | 0.5 | -2.0

Source: PubChem (several laboratories)
